Bioassay records deposited in PubChem by National Center for Advancing Translational Sciences (NCATS).
HCMV inh – qHTS Assay for inhibitors of the human cytomegalovirus (HCMV); activity change, negative = inhibition, % at 57.5 µM; HFF cells, HCMV-luciferase reporter, 72 h; hits give low values; hit rate 4.5% among 410,000; in the data active = activity change below about -60%; inconclusive = no clear call, values can overlap the other calls; inactive = above about -39%
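Screen run at 2 compound doses on HFFs infected with reporter HCMV, MOI 1 PFU/cell. Luciferase activity from cell lysates at 72 h post infection gave inhibition relative to buffer-only and Salinomycin wells.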
AmpC inh no detg – qHTS Inhibitors of AmpC Beta-Lactamase (assay without detergent); P00811; AmpC nitrocefin hydrolysis, absorbance 480 nm, 0.0001% Triton; Potency, µM (titrated, usually from 57.1 µM), inactives show at the highest dose activity change, negative = inhibition, hits mostly inhibitors; hit rate 0.52% among 330,000; AID 485341, 2010;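 note: potency is the fitted concentration of half-maximal effect; plate controls were no compound for no effect and no enzyme for full effect; nearly all actives have a fitted effect of over 20% in size; some results filed as inactive show a strong effect at the top dose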
Target sequence (P00811 whole entry, looked up): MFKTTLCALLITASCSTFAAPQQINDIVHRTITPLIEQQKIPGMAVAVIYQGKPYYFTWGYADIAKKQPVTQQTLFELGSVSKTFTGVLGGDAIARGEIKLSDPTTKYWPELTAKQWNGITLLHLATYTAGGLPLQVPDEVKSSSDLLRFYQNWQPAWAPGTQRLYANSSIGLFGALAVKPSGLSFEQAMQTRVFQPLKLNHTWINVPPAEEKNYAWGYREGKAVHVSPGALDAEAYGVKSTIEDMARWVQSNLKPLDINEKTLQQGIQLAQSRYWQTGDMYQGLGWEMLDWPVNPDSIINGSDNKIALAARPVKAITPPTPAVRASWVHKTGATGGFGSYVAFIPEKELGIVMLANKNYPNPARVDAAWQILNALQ
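AmpC (5.3 nM in the dispensed reagent) in 20 mM phosphate pH 7.0 with 0.01% (detergent screen) or 0.0001% Triton X-100 was preincubated with compounds for 15 min at room temperature. Nitrocefin was then added from an 800 uM solution, and hydrolysis was followed at 480 nm.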
AmpC detergent – qHTS Inhibitors of AmpC Beta-Lactamase (assay with detergent). P00811. AmpC hydrolysis of nitrocefin, absorbance 480 nm, 0.01% Triton. Potency, µM (highest dose often 114 µM), inactives show at the top dose activity change, negative = inhibition, hits mostly inhibitors. hit rate 0.041% among 370,000. AID 485294, 2010;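 note: potency is the fitted concentration of half-maximal effect; 0% = no-compound wells and -100% = no-enzyme wells; nearly all actives have a fitted effect of over 25% in size; some results filed as inactive show a strong effect at the top dose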
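20 mM phosphate pH 7.0 + 0.01% (detergent screen) or 0.0001% Triton X-100; 5.3 nM AmpC reagent; cpd preinc 15 min RT; nitrocefin (800 uM stock) to start; A480 q20 s × 4 min; Activity was normalised to no-enzyme and no-compound control wells.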
FBPA Giardia inh – qHTS Assay for Inhibitors of Fructose-1,6-bisphosphate Aldolase from Giardia Lamblia. purified Giardia FBPA. AID 2451, 2010. Potency, µM (titrated, usually from 59.6 µM), without a hit: top-dose activity, negative = inhibition, most hits filed as inhibitors. hit rate 0.71% among 290,000; note: potency is the fitted concentration of half-maximal effect; nearly all actives have a fitted effect of over 55% in size
Target sequence (A8B2U2 whole entry, looked up): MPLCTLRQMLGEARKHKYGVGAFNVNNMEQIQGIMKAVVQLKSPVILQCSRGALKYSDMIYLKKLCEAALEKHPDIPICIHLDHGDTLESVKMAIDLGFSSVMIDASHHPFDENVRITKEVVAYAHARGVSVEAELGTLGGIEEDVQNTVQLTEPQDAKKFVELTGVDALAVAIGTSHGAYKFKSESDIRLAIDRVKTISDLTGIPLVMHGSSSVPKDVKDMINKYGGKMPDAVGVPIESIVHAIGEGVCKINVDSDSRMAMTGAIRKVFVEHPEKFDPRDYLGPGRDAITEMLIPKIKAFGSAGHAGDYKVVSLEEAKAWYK
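Giardia FBPA (40 nM reagent) was preincubated 10 min at RT with compound (up to 57.5 uM final), then substrate plus GAPDH/TPI/NAD/arsenate coupling system with diaphorase/resazurin was added; resorufin fluorescence (525/598 nm) was read after 20 min.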
AMA1-RON2 inh – qHTS for Inhibitors of AMA1-RON; Towards Development of Antimalarial Drug Lead: Primary Screen. AlphaScreen AMA1-biotinylated RON2 peptide binding. hit rate 0.2% among 360,000. Potency, µM (titrated, usually from 58.2 µM), for the others: at the top dose activity change, negative = inhibition, actives largely listed as inhibitors. Plasmodium falciparum AMA1 (3D7) - RON2 peptide interaction;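 note: potency is the fitted concentration of half-maximal effect; 0% = vehicle wells and -100% = peptide control; nearly all actives have a fitted effect of over 45% in size; some results filed as inactive show a strong effect at the top dose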
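AMA1 (3D7) with his tag at 25 nM final met compounds first, then biotinylated RON2 peptide at 25 nM; detection used donor plus acceptor beads, 10 µg/mL apiece, read by AlphaScreen after 30 min at room temperature.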
Sm TGR block – qHTS Assay for the Inhibitors of Schistosoma Mansoni Peroxiredoxins; Schistosoma mansoni thioredoxin glutathione reductase (TGR), Q962Y6; purified TGR, DTNB reduction, TNB absorbance 405 nm; Potency, µM (series often up to 114 µM), inactives show at the highest dose activity change, negative = inhibition, hits mostly inhibitors; hit rate 3% among 360,000; note: potency is the fitted concentration of half-maximal effect; nearly all actives have a fitted effect of over 60% in size
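First, TGR (20 nM dispensed) and NADPH were mixed with compound. Second, a 15 min room-temperature incubation followed. Third, further NADPH and then DTNB were added to start the reaction. Finally, TNB absorbance was monitored kinetically.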
Numbers without * were called inactive; ? = inconclusive; nt = no result given; & = joins results of further samples; [ ] = dose if it differs, or a comment. Unless noted, calls come from the whole dose curve; as a rule, active = well fitted curve in the direction sought with a large enough effect; inconclusive = small, poorly fitted or top-dose-only effect, or another doubt; inactive = no such curve, though single readings can be large; an effect the other way counts as inactive or inconclusive. Unless noted, % is set by controls: 0 for no effect and ±100 for the full control effect.

[1] O=C1CCCN1CCCNS(=O)(=O)c1cccs1
[2] CC(C)CCNC(=O)NC(=O)CSc1nnc(-c2ccccc2Br)o1
[3] CCN(C(=O)Cc1c(C(=O)O)n(CC)c2ccccc12)c1cccc(C(F)(F)F)c1
[4] O=CN1CCN(C(=O)c2ccc3c(c2)OCO3)CC1
[5] CCn1c(SCC(=O)NC2CCCCC2)nnc1-c1cc2cccc(OC)c2o1
[6] COc1cccc(/C=C2\SC(=S)N(CCCC(=O)N3CCCCC3)C2=O)c1
[7] O=C(CSc1ccc(Cl)cc1)Nc1ccc(N2CCN(C(=O)c3ccco3)CC2)cc1
[8] Cn1c(O)c(/C=N/Nc2ccccc2)c(=O)n(C)c1=O

entry no.	1	2	3	4	5	6	7	8
HCMV inh	-3	32	16	?	-9	-20	2	-23
AmpC inh no detg	-26%	28%	-9%	-9%	40%	-20%	-7%	-4%
AmpC detergent	nt	?	-4%	-7%	1%	-8%	0%	3%
FBPA Giardia inh	nt	1%	-2%	nt	nt	-1%	-1%	-22%
AMA1-RON2 inh	-6%	-3%	-1%	-9%	-5%	-3%	-12%	2%
Sm TGR block	nt	-24%	-7%	?	6%	-22%	-4%	-30%

[9] S=C(NCCC(c1ccccc1)c1ccccc1)Nc1ccc(Cl)cc1
[10] CC(Oc1ccc2c(=O)c(-c3ccc(Cl)cc3)c(C(F)(F)F)oc2c1)C(=O)O (stereo not drawn)
[11] C/C(N)=C(/C#N)C(=O)COC(=O)CCCNC(=O)c1ccc(Cl)cc1
[12] O=C1c2ccccc2C(Nc2ccc3c(c2)OCO3)N1Cc1ccco1 (stereo not drawn)
[13] COc1cc(S(=O)(=O)N2CCOCC2)ccc1NC(=O)CSc1n[nH]c(=O)[nH]c1=O
[14] Cc1ccc(-c2nnc(SCC(=O)NNC(=O)COc3cccc4ccccc34)n2C)cc1
[15] COC(=O)c1c(C)[nH]c(C(=O)CN2C(=O)NC3(CCOc4ccccc43)C2=O)c1C (stereo not drawn)
[16] O=C(CSc1nc(N2CCCCC2)nc(N2CCCCC2)n1)N1CCc2ccccc21

entry no.	9	10	11	12	13	14	15	16
HCMV inh	-39	0	-32	-20	1	-3	0	nt
AmpC inh no detg	-36%	0%	-7%	-26%	-12%	-20%	-4%	-15%
AmpC detergent	-4%	4%	2%	?	3%	-6%	-2%	?
FBPA Giardia inh	-4%	23%	3%	-22%	18%	12%	nt	-4%
AMA1-RON2 inh	73%[activator]	11%	-8%	-4%	7%	nt	-4%	nt
Sm TGR block	-20%	4%	-5%	-18%	6%	-1%	1%	-2%

[17] O=C(CN1C(=O)NC2(CCCC2)C1=O)c1ccc(Cl)s1
[18] COc1ccccc1/C=C1\SC(=S)N(CCC(=O)Nc2cc(C)on2)C1=O
[19] C=CCNC(=O)C1CCN(c2cc(C)nc(-c3ccccc3)n2)CC1
[20] O=C1N(CCCN2C(=O)C3(OCCO3)c3ccccc32)c2ccccc2C12OCCO2
[21] Cc1ccc(NC(=O)COc2ccccc2C(=O)NCCN(C)C)cc1
[22] CCOc1ccccc1CNCCNC(=O)c1nonc1N
[23] COc1ccc(C2=CC(=O)C[C@H](c3ccc(OC)cc3)C2)cc1
[24] Cc1ccccc1-n1c(/C=C/c2ccccc2F)nc2ccccc2c1=O

entry no.	17	18	19	20	21	22	23	24
HCMV inh	-16	15	-31	22	nt	-37&14	63	-85*
AmpC inh no detg	-22%	-31%	18%	51%	18%	-9%	-9%	nt
AmpC detergent	?	5%	0%	-8%	-6%	-6%&-4%	6%	11%
FBPA Giardia inh	nt	-2%	1%	-7%	-8%	6%	nt	nt
AMA1-RON2 inh	5%	3%	8%	-4%	nt	-3%	1%	nt
Sm TGR block	-7%	3%	nt	24%	-1%	11%&4%	-1%	0%

[25] O=C(NCc1ccc(F)cc1)C1CC(=O)N(CCc2ccccc2)C1 (stereo not drawn)
[26] O=C(Cc1ccccc1)NNC1CC(=O)N(c2ccccc2)C1=O (stereo not drawn)
[27] N#C/C(=C\c1ccc(Sc2ccccc2)o1)c1nc2ccccc2[nH]1
[28] Cc1ccc(-n2ncc(C(=O)Nc3c(Cl)cccc3Cl)c2C2CCNCC2)cc1
[29] Nc1nc(F)cc(N2CCCCCC2)n1
[30] O=C(C1CCN(S(=O)(=O)c2ccccc2F)CC1)N1CCCC1
[31] COc1ccc(OC)c(Nc2c3ccccc3nc3ccccc23)c1
[32] O=C(NC1CCCCC1)C(c1ccccc1F)N(Cc1ccco1)C(=O)Cn1nnc2ccccc21 (stereo not drawn)

entry no.	25	26	27	28	29	30	31	32
HCMV inh	-19	8	-1	?	3	-14	-71*	-10
AmpC inh no detg	13%	-19%	-31%	nt	-21%	-1%	1%	-5%
AmpC detergent	9%	-8%	-4%	16%	?	?	1%	-1%
FBPA Giardia inh	-1%	0%	2%	nt	-12%	nt	-5%	7%
AMA1-RON2 inh	-1%	-1%	25%	nt	11%	6%	20µM*	0%
Sm TGR block	16%	-28%	-21%	10%	?	3%	-15%	?

Single records, as listed above. Screens in order: HCMV inh	AmpC inh no detg	AmpC detergent	FBPA Giardia inh	AMA1-RON2 inh	Sm TGR block
O=C(C1CCN(S(=O)(=O)c2ccccc2F)CC1)N1CCCC1 across the screens: -14	-1%	?	nt	6%	3%
Nc1nc(F)cc(N2CCCCCC2)n1 across the screens: 3	-21%	?	-12%	11%	?
O=C(Cc1ccccc1)NNC1CC(=O)N(c2ccccc2)C1=O (stereo not drawn) across the screens: 8	-19%	-8%	0%	-1%	-28%
O=C(NCc1ccc(F)cc1)C1CC(=O)N(CCc2ccccc2)C1 (stereo not drawn) across the screens: -19	13%	9%	-1%	-1%	16%

(continued)
[33] CSCCC(NC(=O)COc1ccccc1)C(=O)N(C)Cc1cccc(F)c1 (stereo not drawn)
[34] c1ccc(OCc2nnc3n2CCCCC3)cc1
[35] CCc1cccc(CC)c1NC(=O)C1CCN(C(=O)c2ccco2)CC1
[36] Cc1ccc(SSc2cc(C)ccc2N)c(N)c1
[37] O=C(NCc1ccccn1)c1cc(-n2cnnc2)ccc1Cl
[38] Cc1ccc(Oc2cc(NC(=O)CCCn3nc([N+](=O)[O-])c(Cl)c3C)cc([N+](=O)[O-])c2)cc1
[39] O=C(COc1ccccc1)Nc1nnc(-c2ccc3c(c2)CCCC3)o1
[40] Cn1cc(C(=O)N2CCN(c3ccccc3)CC2)c(=O)c2cc(S(=O)(=O)N3CCCC3)ccc21

entry no.	33	34	35	36	37	38	39	40
HCMV inh	-20	16	-2	-81*	10	14	-17	-1&2
AmpC inh no detg	4%	-13%	-2%	-14%	-10%	-42%	10µM*	113%[activator]
AmpC detergent	?	-9%	7%	?	-2%	-11%	?	1%&-7%
FBPA Giardia inh	nt	10%	2%	nt	1%	0%	24%	nt
AMA1-RON2 inh	-5%	-21%	4%	-14%	-5%	1%	121%[activator]	13%
Sm TGR block	3%	10%	-3%	4%	22%	1%	-2%	12%&-7%

[41] C=CCNc1nc2c(c(=O)n(C)c(=O)n2C)n1CCCCCC
[42] COc1cccc2cc(-c3cc(=O)oc4ccc(OC(=O)N(C)C)cc34)oc12
[43] O=[N+]([O-])c1ccc2c(c1)c1ccccc1n2CCO
[44] O=C(CN1CCCCC1)Nc1ccc(Br)cc1[N+](=O)[O-]
[45] Cc1cccc(OP(N)(=O)Oc2cccc(C)c2C)c1C
[46] CC(C)Cn1c(=O)c2ccccc2n2c(CCC(=O)Nc3cccc(Cl)c3)nnc12
[47] CCC(Oc1ccccc1)C(=O)Nc1cccc(OCc2cc(=O)n3cccc(C)c3n2)c1 (stereo not drawn)
[48] Cc1c(NC(=O)NC2CCCCC2)cccc1[N+](=O)[O-]

entry no.	41	42	43	44	45	46	47	48
HCMV inh	-96*	-19	-11	-37	10	-37	-6	-20
AmpC inh no detg	20%	-19%	-33%	-6%[2.29 µM]	-7%	nt	nt	1%
AmpC detergent	?	-14%	7%	-8%	-1%	15%	3%	-8%
FBPA Giardia inh	-8%	4%	-8%	4%	5%	nt	nt	1%
AMA1-RON2 inh	-2%	-5%	-12%	?	-7%	nt	nt	-3%
Sm TGR block	-8%	-1%	3%	-14%	6%	9%	0%	9%

[49] N#Cc1c(SCc2ccccc2)sc(C(=O)c2ccccc2)c1N
[50] O=C(NNC(=O)c1cccs1)c1ccc(F)cc1
[51] NC(=O)C1CCN(c2oc(-c3cccs3)nc2S(=O)(=O)c2ccc(Cl)cc2)CC1
[52] COc1ccccc1/C=C/C=N/N1CCN(Cc2ccccc2)CC1
[53] COc1ccc(Nc2c3c(c(C#N)c4nc5ccccc5n24)CCC3)cc1
[54] CC(C)Oc1ccc(C(CC(=O)O)NC(=O)Cc2ccccc2)cc1 (stereo not drawn)
[55] COc1ccc(-c2c(C)n([O-])c3c([n+]2=O)CCCCC3)cc1OC
[56] Cc1ccc(C(=O)Nc2ccc(N3CCOCC3)nc2N2CCOCC2)cc1

entry no.	49	50	51	52	53	54	55	56
HCMV inh	7	-18	-11	-14	-3	-9	?	24
AmpC inh no detg	-25%	-4%	-36%	25%	-30%	-38%	-12%	-8%
AmpC detergent	0%	-10%	nt	-4%	1%	-15%	5%	?
FBPA Giardia inh	3%	-1%	nt	2%	0%	15%	-1%	-2%
AMA1-RON2 inh	20%	-8%	-4%	?	-4%	0%	0%	-6%
Sm TGR block	?	-13%	nt	?	-5%	5%	6%	-3%

[57] O=C(Oc1ccccc1-c1csnn1)c1cccs1
[58] COc1cccc(NC(=O)CSc2nc(=O)n(CCN(C)C)c3c2CCCC3)c1
[59] O=C(N/N=C/C(Br)=C/c1ccccc1)NC1CCCCC1
[60] Cc1cc(C)cc(N2C(=O)NC(=O)/C(=C\c3cccn3-c3ccccc3)C2=O)c1
[61] CCOc1cc(C=C2C(=O)NC(=O)NC2=O)ccc1OCC(=O)N1CCOCC1
[62] COc1ccc(C(=O)OCC(=O)N2CCCCCC2)cc1S(=O)(=O)N1CCOCC1
[63] CC1CCCN(C(=O)c2ccc3c(=O)n(C4CCCC4)c(=S)[nH]c3c2)C1 (stereo not drawn)

entry no.	57	58	59	60	61	62	63
HCMV inh	7	-14	98	-20	-27	0	-62*
AmpC inh no detg	-27%	44%	-32%[2.29 µM]	-20%	-21%	-1%	-20%
AmpC detergent	8%	?	4%	?	-10%	7%	-7%
FBPA Giardia inh	0%	nt	-2%	4%	-19%	nt	?
AMA1-RON2 inh	15%	3%	-4%	-28%	-8%	-8%	89%[activator]
Sm TGR block	5%	-1%	?	-32%	?	-12%	-9%
